KCNK9 inh: KCNK9 potassium channel inhibitors, primary screen, HEK293 cells, thallium flux; hit rate 1.2% among 310,000; FluxOR thallium flux fluorescence; active compounds read low; B-score at 10 µM;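 active = ratio B-score over 3 SD below the library mean, with starting fluorescence within 5 SD of its mean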;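 note: negative B-score means less thallium flux so channel inhibition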
Target sequence (Q9NPC2 whole entry, looked up): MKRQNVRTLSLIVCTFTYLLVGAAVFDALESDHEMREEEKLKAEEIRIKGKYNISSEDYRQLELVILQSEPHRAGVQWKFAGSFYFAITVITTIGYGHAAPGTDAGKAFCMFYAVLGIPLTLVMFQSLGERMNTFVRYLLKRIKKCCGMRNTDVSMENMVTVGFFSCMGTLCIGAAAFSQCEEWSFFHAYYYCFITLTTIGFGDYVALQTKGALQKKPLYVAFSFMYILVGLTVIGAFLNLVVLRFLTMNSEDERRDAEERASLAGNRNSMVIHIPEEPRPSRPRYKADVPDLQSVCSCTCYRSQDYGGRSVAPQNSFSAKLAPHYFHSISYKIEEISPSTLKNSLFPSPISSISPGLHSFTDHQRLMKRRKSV
MrgX1 allo act: positive allosteric modulators of MrgX1, primary screen, HEK293 cells, Fluo-4 calcium flux; Mas-related G-protein coupled receptor member X1 (Homo sapiens), Q96LB2; FDSS; active compounds read high; B-score at 10 µM; hit rate 0.63% among 310,000; AID 588675, 2011;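 active = plate-corrected calcium response at least 3 library SD above typical, normal starting fluorescence, not activating the receptor alone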;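 note: compound read alongside a low EC10 to EC30 dose of BAM8-22 agonist; peak minus trough fluorescence over baseline measured at the second addition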
Target sequence (Q96LB2 whole entry, looked up): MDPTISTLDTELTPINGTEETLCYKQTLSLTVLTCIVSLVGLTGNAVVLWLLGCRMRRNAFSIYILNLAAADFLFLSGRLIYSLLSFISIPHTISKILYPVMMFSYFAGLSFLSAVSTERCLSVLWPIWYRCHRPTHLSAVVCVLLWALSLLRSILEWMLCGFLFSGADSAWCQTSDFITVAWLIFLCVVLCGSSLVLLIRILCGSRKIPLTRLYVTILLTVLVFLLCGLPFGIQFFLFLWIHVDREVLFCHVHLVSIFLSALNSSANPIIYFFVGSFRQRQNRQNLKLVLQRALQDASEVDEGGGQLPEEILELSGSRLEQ
KCNQ1 act: potentiators or activators of KCNQ1 channel, primary screen, cell-based, thallium flux, high-throughput; Potassium voltage-gated channel subfamily KQT member 1 (Homo sapiens), P51787; CHO-K1 KCNQ1, thallium flux FluxOR fluorescence; active compounds read high; B-score at 10 µM; hit rate 0.35% among 310,000; AID 2648, 2010;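 active = fluorescence ratio B-score, a plate-corrected score, at least three library SD, with initial intensity B-score within 5 SD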
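Assay system: CHO-K1 cells stably expressing KCNQ1; Medium: assay buffer with matched DMSO; Also added: K+/Tl+ depolarizing stimulus; Dosing: single dose; Timing: dye 90 min, compound 20 min, room temperature; Measured by: kinetic FluxOR thallium fluorescence, 10-s 1-Hz baseline, 110-s post-stimulus read; Read-out: peak-minus-minimum fluorescence over initial fluorescence, negative-control normalized, B-scored.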
KCNQ1 inh: inhibitors of human KCNQ1 channel, primary screen, cell-based, thallium flux, high-throughput. hit rate 1.3% among 310,000. CHO-K1 KCNQ1, FluxOR thallium flux fluorescence; active compounds read high. Potassium voltage-gated channel subfamily KQT member 1 (Homo sapiens), P51787. B-score at 10 µM;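 active = compounds whose thallium flux B-score, printed positive for inhibition, exceeds three library SD while starting fluorescence stays within three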;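 note: channel opened by potassium depolarization with thallium stimulus after 20 min compound exposure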
RGS4 inh: RGS4 inhibitors, primary screen, cell-based, HEK293 M3R inducible RGS4, calcium flux; Regulator of G-protein signaling 4 (Homo sapiens), P49798; Fluo-4 calcium flux; active compounds read high; triggered by carbachol at its EC20; B-score at 10 µM; hit rate 0.45% among 310,000;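 active = B-score, a plate-corrected calcium signal, over three deviations above library mean, with baseline fluorescence within five deviations of library mean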;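 note: RGS4 expression induced by doxycycline in cells with stable M3 receptor; B-score is computed from the integrated fluorescence ratio over baseline after carbachol; higher B-score means a larger calcium signal and so more RGS4 inhibition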
TMEM16A act: TMEM16A chloride channel activators or potentiators, primary screen, cell-based, HTS | hit rate 0.3% among 340,000 | HEK293 TMEM16A/YFP-H148Q/I152L, iodide quench fluorescence; active compounds read low | B-score at 10 µM | Anoctamin-1 (Mus musculus), Q8BHY3;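 active = fluorescence-ratio B-score plate-corrected deviation score at least 3 library SD below zero, with starting fluorescence score within 5 deviations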;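 note: channel opened by trigger with iodide after compound preincubation; score built on the fluorescence ratio of max minus min over baseline; more negative score means more quench and so TMEM16A activation or potentiation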
KCNK3 inh: human KCNK3 channel inhibitors, primary screen, CHO cells, FluxOR thallium flux, B-score | Potassium channel subfamily K member 3 (Homo sapiens), O14649 | FluxOR fluorescence; active compounds read low | B-score at 10 µM | hit rate 0.84% among 340,000 | AID 602410, 2012;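 active = B-score under library mean minus 4 SD, starting fluorescence ratio at most library mean plus 5 SD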;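 note: more negative B-score means stronger inhibition of thallium flux through KCNK3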
Target sequence (O14649 whole entry, looked up): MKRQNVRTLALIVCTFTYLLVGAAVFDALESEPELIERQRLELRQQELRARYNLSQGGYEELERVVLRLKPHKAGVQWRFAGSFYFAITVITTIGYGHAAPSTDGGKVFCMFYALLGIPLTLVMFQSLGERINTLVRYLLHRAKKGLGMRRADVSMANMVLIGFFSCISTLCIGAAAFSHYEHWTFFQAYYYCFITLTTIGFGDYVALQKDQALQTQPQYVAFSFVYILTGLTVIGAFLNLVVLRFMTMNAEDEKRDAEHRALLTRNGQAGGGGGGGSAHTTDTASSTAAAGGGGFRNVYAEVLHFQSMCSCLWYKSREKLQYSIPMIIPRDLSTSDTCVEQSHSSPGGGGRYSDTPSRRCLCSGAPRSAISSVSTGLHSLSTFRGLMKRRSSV
TMEM16A inh: TMEM16A chloride channel inhibitors, primary screen, cell-based, HTS | hit rate 1.2% among 310,000 | normalized B-score (activity score, 25-100; higher = stronger inhibition) at 10 µM | HEK293 TMEM16A/YFP iodide influx fluorescence, ionomycin | Anoctamin-1 (Mus musculus), Q8BHY3;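 active = ratio plate-corrected score three or more library SD toward inhibition, starting fluorescence score within five deviations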;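 note: score derived from kinetic fluorescence span divided by baseline fluorescence per well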
hERG rescue: hERG rescue from dofetilide block, primary screen, cell-based, CHO-hERG, FluxOR thallium flux, dofetilide IC70; Voltage-gated inwardly rectifying potassium channel KCNH2 (Homo sapiens), Q12809; dofetilide IC70 present; activation (rescue from dofetilide block), less the hit threshold, % at 10 µM; hit rate 0.51% among 310,000;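 active = activation above the mean of controls blocked by dofetilide plus 5 SD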;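 note: thallium influx through hERG after potassium depolarization seen as dye fluorescence rise; in these data hits start at about 4.7%; inactives centre near -7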
RGS4 pot: RGS4 potentiators or activators, primary screen, cell-based, HEK293 M3R inducible RGS4, calcium flux; carbachol calcium flux Fluo4; active compounds read low; B-score at 10 µM; hit rate 0.92% among 310,000; AID 463111, 2010;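 active = B-score of the integrated calcium signal more than 4 SD below the library mean, with starting fluorescence not abnormally high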;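 note: negative B-score means reduced calcium response which marks RGS4 activation or potentiation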
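Test system: HEK293 cells with stable M3R and inducible RGS4; also added: carbachol at ECmax as muscarinic agonist stimulus; schedule: dye loading 30 min 37 °C, buffer rest 30 min RT; technique: kinetic calcium fluorescence imaging with Fluo4-AM dye, 2 µM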
MrgX1 agonist: agonists of human MrgX1 receptor, primary screen, HEK293 cells, Fluo-4 calcium flux | Mas-related G-protein coupled receptor member X1 (Homo sapiens), Q96LB2 | Fluo-4 calcium fluorescence, agonist mode; active compounds read high | B-score at 10 µM | hit rate 0.44% among 310,000 | AID 588627, 2011;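 active = calcium response B-score plate-corrected fluorescence ratio at least 3 library SD, with starting fluorescence B-score inside 5 SD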
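Material: HEK293 cells stably expressing human MrgX1 receptor | Quantity: 15,000 cells per well | Times: Cells plated overnight, dye loaded 0.5 h 37 °C, 0.5 h room temperature | Measured by: Kinetic Fluo-4 NW fluorescence of intracellular calcium | Control set: Positive and negative controls per plate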
Active calls of the source: *; i = inactive; . = not tested or not shown.

Order of results: RGS4 pot, KCNK9 inh, MrgX1 agonist, hERG rescue, MrgX1 allo act, KCNK3 inh, TMEM16A act, KCNQ1 inh, KCNQ1 act, TMEM16A inh, RGS4 inh
> O=C(COC(=O)/C=C/c1ccccc1Cl)NCc1ccccc1
  i, i, i, -9, i, i, i, i, i, i, i
> COC(=O)c1cc(-c2c(C)oc3cc(OC(C)C)ccc3c2=O)c(C)o1
  i, i, i, -9, i, i, i, i, i, i, i
> COc1cccc(C(C[N+](=O)[O-])c2c(C)[nH]n(-c3ccccc3)c2=O)c1 (centres undefined)
  i, i, 50*, -22, i, i, i, 8*, i, i, 15*
> CC(NC(=O)[C@@H](NC(=O)[C@@H]1Cc2ccccc2CN1)C(C)C)c1ccccc1 (some centres undefined)
  i, i, i, -9, i, i, i, i, i, i, i
> COC(=O)Cc1ccc(NC(=O)c2ccc3c(c2)C(=O)N(Cc2ccco2)C3=O)cc1
  i, i, i, -6, i, i, i, i, i, i, i
> CCCNC(=O)N1CCC(n2nccc2NC(=O)CCOc2ccccc2)CC1
  i, i, i, -5, i, i, i, i, i, i, i
> COC(=O)c1ccc(-c2noc(CN3C[C@H]4CC[C@H]3C4)n2)cc1
  i, i, i, -9, i, i, i, i, i, i, i
> COc1ccc(NC(=O)CN2CCN(Cc3ccccc3)CC2)cc1
  i, i, i, -7, i, i, i, i, i, i, i
> CCOc1ccc(OCCN2C(=O)NC3(CCCc4ccccc43)C2=O)cc1 (centres undefined)
  i, i, i, -6, i, i, i, i, i, i, i
> CCOCCc1nnc(NC(=O)COC)s1
  i, i, i, -3, i, i, i, i, i, i, i
> CCn1cc(S(=O)(=O)N2CCN(Cc3ccc(F)cc3)CC2)cn1
  i, i, i, -4, i, i, i, i, i, i, i
> Clc1ccc2nnnc(-c3ccccc3)c2c1
  i, i, i, -7, i, i, i, i, i, i, i
> CCCCc1ccc(-n2c(Cc3cccs3)n[nH]c2=S)cc1
  i, i, i, -12, i, i, i, i, i, i, i
> CC(C)CC(C(=O)Nc1ccc2c(c1)OCCO2)N1C(=O)c2ccccc2C1=O (centres undefined)
  i, i, i, -6, i, i, i, i, i, i, i
> CC(C)=CCC(C)(C)/C=N/NC(N)=O
  i, i, i, -9, i, i, i, i, i, i, i
> O=C1C2C3C=CC(C3)C2C(=O)N1/N=C/c1cc(Br)cc([N+](=O)[O-])c1O (centres undefined)
  i, i, i, -6, i, i, i, 7*, i, i, i
> O=C(c1ccco1)N1CCN(C(=O)c2cc(-c3ccccc3)nc3ccccc23)CC1
  i, i, i, -22, i, i, i, i, i, i, i
> CCOC(=O)N1CCN(c2c(N3CCN(c4ccccc4OC)CC3)c(=O)c2=O)CC1
  i, i, i, -2, i, i, i, i, i, i, i
> CC(=O)c1cc(-c2ccccc2)n(CCC(=O)NC2CCCC2)c1C
  i, i, i, -6, i, i, i, i, i, i, i
> CCc1cc(=O)oc2cc3occ(-c4ccc(OC)c(F)c4)c3cc12
  i, i, i, 1, i, i, i, i, i, i, i
> COc1ccccc1NCC(=O)N/N=C/c1c(O)ccc2ccccc12
  i, i, i, -10, i, i, i, i, i, i, i
> CCC(C)[C@H](NC(=O)C1(c2ccccc2)CCN(C(=O)OC(C)(C)C)CC1)C(=O)N[C@@H](C(=O)O)c1ccccc1 (some centres undefined)
  i, i, i, -8, i, i, i, i, i, i, i
> COc1ccccc1C(=O)Nc1ccccc1C(=O)N1C(C)CCCC1C (centres undefined)
  i, i, i, -10, i, i, i, i, i, i, i
> Cc1ccc(C(=O)Nc2ccc(C(=O)N/N=C/c3c[nH]c4ccccc34)cc2)cc1
  i, i, i, -1, i, i, i, i, i, i, i
> O=S(=O)(Cc1ccccc1Cl)NCCOc1ccccc1
  i, i, i, -8, i, i, i, i, i, i, i
> CCCN(C(=O)c1ccc(N(C)S(=O)(=O)c2ccc(C)cc2)cc1)C1CCS(=O)(=O)C1 (centres undefined)
  i, i, i, -13, i, i, i, i, i, i, i
> O=C(OCc1cncs1)c1ccccc1
  i, i, i, -1, i, i, i, i, i, i, i
> COc1ccc(NC(=O)c2cc(=O)c3ccccc3o2)cn1
  i, i, i, -7, i, i, i, i, i, i, i
> Cc1cccc(NC(=O)/C(C#N)=C/c2ccccc2Cl)n1
  i, i, i, -3, i, i, i, i, i, i, i
> O=C1N/C(=N/S(=O)(=O)Cc2ccccc2)S/C1=C/c1ccc2c(c1)OCO2
  i, i, i, -21, i, i, i, i, i, i, i
> CCCc1[nH]nc2c1C(c1cc(OC)ccc1F)C(C#N)=C(N)O2 (centres undefined)
  i, i, i, -11, i, i, i, i, i, i, i
> COC(=O)c1c(-c2ccccc2Cl)noc1-c1cnc(N)nc1C(F)(F)F
  i, i, i, -13, i, i, i, i, i, i, i
> N#Cc1cc([N+](=O)[O-])ccc1Oc1cccc(/C=N/NC(=O)c2ccc(Cl)cc2)c1
  i, i, i, -1, i, i, i, i, i, i, i
> Cc1c(OC(C)C(=O)NC(Cc2c[nH]c3ccc(O)cc23)C(=O)O)ccc2c1oc(=O)c1ccccc12 (centres undefined)
  i, i, i, -5, i, i, i, i, i, i, i
> Brc1cccc(-c2nnco2)c1
  i, i, i, -5, i, i, i, i, i, i, i
> COc1cc(C2C(C#N)=C(N)Oc3c2oc(CO)cc3=O)cc(OC)c1OC (centres undefined)
  i, i, i, -2, i, i, i, i, i, i, i
> CCn1c(CSc2nc3ccccc3s2)nnc1SCC(=O)c1ccc(O)c(O)c1
  i, i, i, -5, i, i, i, i, i, i, i
> CC(C)(C)C(=O)NC(=S)Nc1ccc(C(F)(F)F)cc1
  i, i, i, -6, i, i, i, i, i, i, i
> CC1C/C(=C/c2ccco2)C(=O)/C(=C/c2ccco2)C1 (centres undefined)
  i, i, i, -14, i, ., ., i, i, i, 6.6*
> Nc1[nH]nc2nc(N3CCOCC3)nc(-c3ccccc3)c12
  i, i, i, -13, i, i, i, i, i, i, i
> Cc1ccc(-c2nc(Nc3cccc(C)c3)sc2CC(=O)O)cc1
  i, i, i, -16, i, i, i, i, i, i, i
> Cc1ccc(NC(=O)c2ccccc2)cc1
  i, i, i, -13, i, i, i, i, i, i, i
> CC(Oc1ccc(F)cc1)C(=O)N(Cc1ccccc1)c1c(N)n(Cc2ccccc2)c(=O)[nH]c1=O (centres undefined)
  i, i, i, -15, i, i, i, i, i, i, i
> Cc1nnc(-c2cnn(-c3ccccc3)c2N)n1Cc1ccncc1
  i, i, i, -10, i, i, i, i, i, i, i
> CCc1cccc(CC)c1C(OC(C)=O)c1cccnc1 (centres undefined)
  i, i, i, -5, i, i, i, i, i, i, i
> c1ccc(-c2ccc(-c3ccccn3)nn2)nc1
  i, i, i, -12, i, ., ., i, i, i, i
> COc1ccc(Cl)cc1NC(=S)N1CCN(C(=O)C2CCCO2)CC1 (centres undefined)
  i, i, i, -14, i, i, i, i, i, i, i
> CCOc1ccc(NC(=S)NC(=O)Cc2ccccc2)cc1
  i, i, i, -3, i, i, i, i, i, i, i
> O=C(NC(=S)N1CCCC1)c1cccc([N+](=O)[O-])c1
  i, i, i, 2, i, i, i, i, i, i, i
> CCN(C(=O)COC(=O)c1cccn1C)C1CCS(=O)(=O)C1 (centres undefined)
  i, i, i, -3, i, i, i, i, i, i, i

Later entries
Order of results: RGS4 pot, KCNK9 inh, MrgX1 agonist, hERG rescue, MrgX1 allo act, KCNK3 inh, TMEM16A act, KCNQ1 inh, KCNQ1 act, TMEM16A inh, RGS4 inh
> O=S(=O)(c1ccc(-n2cnnn2)cc1)N1CCC(N2CCCCC2)CC1
  i, i, i, 1, i, i, i, i, i, i, i
> CCCC(=O)NNC(=O)CCC(=O)NCc1ccccc1
  i, i, i, 2, i, i, i, i, i, i, i
> Cc1cc(C)nc(SCCN(C)C)n1
  i, i, i, -4, i, i, i, i, i, i, i
> CC(NC(=O)c1cc2sccc2n1C)c1ccc2c(c1)OCCO2 (centres undefined)
  i, i, i, -10, i, i, i, i, i, i, i
> COc1ccc2cc3c(N)nn(C(=O)Cc4ccc(Cl)cc4)c3nc2c1
  i, i, i, -12, i, i, i, i, i, i, i
> CCCC1Oc2ccccc2C(=O)N(CC(=O)c2ccc3c(c2)OCCO3)C1=O (centres undefined)
  -9*, i, i, -9, i, i, i, i, i, i, i
> Cc1oc(-c2ccccc2F)nc1CS(=O)(=O)CC(=O)NCCCN(C)C1CCCCC1
  i, i, i, -12, i, i, i, i, i, i, i
> CC(C)c1ccc(NC(=S)NN2CCOCC2)cc1
  i, i, i, -4, i, i, i, i, i, i, i
> COc1cccc(C2CC(c3ccc(C)cc3)n3nc(N)nc3N2)c1 (centres undefined)
  i, i, i, -6, i, i, i, i, i, i, i
> COc1ccc(-c2c(-c3ccccc3)c(C(=O)C(=O)NCCCN(C)C)n3ccc4cc(OC)c(OC)cc4c23)cc1OC
  i, i, i, -9, i, i, i, i, i, i, i
> CCc1nonc1NC(=O)COc1ccc(Cl)c(C)c1
  i, i, i, -9, 12*, i, i, 6*, i, i, i
> CCC(C)C(NC(=O)C1CCC(C)CC1)C(=O)NCCc1ccc(S(N)(=O)=O)cc1 (centres undefined)
  i, i, i, -9, i, i, i, i, i, i, i
> O=C1c2nc3ccccn3c2C(=O)N1Cc1ccccc1
  i, i, i, -4, i, i, i, i, i, i, i
> CN(C)c1ccc(NS(=O)(=O)c2cc3c4c(c2)CC(=O)N4CCC3)cc1
  i, i, i, -10, i, i, i, i, i, i, i
